p53 PUMA act – mutant p53 pathway reactivation | SW480 PUMA-promoter luciferase | activation, % at 9.98 µM | hit rate 1.5% among 28,000 | AID 624151; in the data active means activation above about 52%; inconclusive means no clear call, values can overlap the other calls
STK33 inh – blocks human STK33 kinase activity. ADP-Glo luminescence, MBP substrate. inhibition, % at 12.5 µM. hit rate 0.44% among 27,000. AID 2322; in the data active means inhibition above about 20%; inconclusive means no clear call, values can overlap the other calls
Target sequence (Q9BYT3 whole entry, looked up): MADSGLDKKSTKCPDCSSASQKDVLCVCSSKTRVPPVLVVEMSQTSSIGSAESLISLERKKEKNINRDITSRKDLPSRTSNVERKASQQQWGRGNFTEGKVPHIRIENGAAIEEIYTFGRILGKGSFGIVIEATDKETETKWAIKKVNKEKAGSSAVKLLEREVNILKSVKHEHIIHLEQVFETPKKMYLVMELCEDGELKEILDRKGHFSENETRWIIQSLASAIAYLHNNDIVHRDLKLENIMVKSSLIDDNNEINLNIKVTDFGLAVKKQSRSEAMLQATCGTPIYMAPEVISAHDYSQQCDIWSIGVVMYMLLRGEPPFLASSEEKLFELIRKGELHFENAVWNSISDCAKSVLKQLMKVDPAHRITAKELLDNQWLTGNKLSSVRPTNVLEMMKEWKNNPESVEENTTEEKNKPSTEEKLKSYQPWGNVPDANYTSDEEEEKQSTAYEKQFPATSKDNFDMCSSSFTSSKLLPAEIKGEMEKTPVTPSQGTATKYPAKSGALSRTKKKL
The depositor's hits bear a star; ? = inconclusive; nt = not tested or not shown. This is a subset; the hit share may differ from the screen's.

SMILES	p53 PUMA act	STK33 inh
O=C(CC(C(=O)O)N1CCOCC1)Nc1ccccc1 (centres undefined)	13	2
COC(=O)CN(c1cccc(C)c1)S(=O)(=O)c1ccc(Cl)c(Cl)c1	2	4
C=C1C(=O)O[C@H]2CC(C)C3CC[C@@]4(C)O[C@@]34CC12 (some centres undefined)	6	-2
Cc1noc(C)c1S(=O)(=O)Nc1ccc2c(c1)C(=O)N([C@@H](C)CO)C[C@H](C)[C@H](CN(C)CC1CCCCC1)O2	nt	-2
O=C(NCc1cccnc1)c1cc(-c2ccccn2)nc2c(Cl)cccc12	-9	-1
C[C@H](CO)N1C[C@H](C)[C@H](CN(C)S(=O)(=O)c2cn(C)cn2)Oc2ccc(NC(=O)Nc3ccccc3)cc2CC1=O	3	2
C[C@]1(OC(=O)/C=C/c2ccccc2)C[C@@H](O)[C@]2(O)C=CO[C@@H](O[C@@H]3O[C@H](CO)[C@@H](O)[C@H](O)[C@H]3O)[C@@H]21	-3	1
COc1ccc(S(=O)(=O)Nc2ccc3c(c2)C(=O)N([C@H](C)CO)C[C@H](C)[C@@H](CN(C)S(=O)(=O)c2ccccc2)OCCCC[C@@H](C)O3)cc1	nt	-4
COc1cccc(-c2ccc3c(c2)O[C@H](CN(C)Cc2cncnc2)[C@@H](C)CN([C@@H](C)CO)S3(=O)=O)c1	-18	nt
CC(C)=CCc1c(O)cc(O)c2c1O[C@H](c1ccccc1)CC2=O	-57	nt
O=C(CSc1nc2ccccc2c(=O)n1-c1ccccc1)Nc1ccc(F)c(Cl)c1	-1	-2
COC(=O)NCC12CC3CC(CC(C3)C1)C2	nt	0
Cc1ccc(-c2cc(C(F)F)n3ncc(C(=O)NCc4cn(C)nc4C)c3n2)cc1	0	4
COc1ccc(NC(=O)Nc2ccc3c(c2)CC(=O)N([C@@H](C)CO)C[C@@H](C)[C@@H](CN(C)S(=O)(=O)c2ccc(F)cc2)O3)cc1	nt	-3
C[C@@H]1CCCCO[C@H](CN(C)CC2CCCCC2)[C@@H](C)CN([C@H](C)CO)C(=O)c2cc(NC(=O)CCC(F)(F)F)ccc2O1	nt	2
CSc1cccc(NC(=O)C(C)N(c2ccc(C)cc2)S(C)(=O)=O)c1 (centres undefined)	7	-3
N#C/C(=C(\O)COc1ccccc1)c1nc2ccccc2[nH]1	10	nt
Cc1ccccc1CN(C)C[C@H]1OCc2cnnn2CCCC(=O)N([C@H](C)CO)C[C@@H]1C	nt	?
c1ccc(COc2ccc(Oc3nc(N4CCCCC4)nc(N4CCOCC4)n3)nn2)cc1	12	0
O=C(CCC(=O)c1ccc(F)cc1)Nc1cccnc1	-1	1
C[C@H]1CN([C@@H](C)CO)C(=O)CCCn2nncc2CO[C@H]1CN(C)C(=O)Nc1ccc(-c2cccs2)cc1	nt	3
C[C@H](CO)N1C[C@H](C)[C@@H](CN(C)C(=O)Nc2ccc3c(c2)OCO3)Oc2ccc(NS(=O)(=O)c3ccccc3)cc2CC1=O	9	nt
CNC[C@@H]1OCCCC[C@H](C)Oc2ccc(NS(=O)(=O)c3ccccc3)cc2C(=O)N([C@H](C)CO)C[C@@H]1C	0	nt
COc1ccc(S(=O)(=O)N(C)C[C@H]2Oc3c(NS(=O)(=O)c4cn(C)cn4)cccc3C(=O)N([C@H](C)CO)C[C@H]2C)cc1	1	nt
O=C(C[C@@H]1C[C@H]2c3cc(NS(=O)(=O)c4ccc(F)cc4)ccc3O[C@H]2[C@H](CO)O1)NCc1ccccn1	13	nt

Laid out differently: twelve of the compounds above.
SMILES,p53 PUMA act,STK33 inh
COc1ccc(NC(=O)Nc2ccc3c(c2)CC(=O)N([C@@H](C)CO)C[C@@H](C)[C@@H](CN(C)S(=O)(=O)c2ccc(F)cc2)O3)cc1,nt,-3
C[C@@H]1CCCCO[C@H](CN(C)CC2CCCCC2)[C@@H](C)CN([C@H](C)CO)C(=O)c2cc(NC(=O)CCC(F)(F)F)ccc2O1,nt,2
CSc1cccc(NC(=O)C(C)N(c2ccc(C)cc2)S(C)(=O)=O)c1 (centres undefined),7,-3
N#C/C(=C(\O)COc1ccccc1)c1nc2ccccc2[nH]1,10,nt
Cc1ccccc1CN(C)C[C@H]1OCc2cnnn2CCCC(=O)N([C@H](C)CO)C[C@@H]1C,nt,?
c1ccc(COc2ccc(Oc3nc(N4CCCCC4)nc(N4CCOCC4)n3)nn2)cc1,12,0
O=C(CCC(=O)c1ccc(F)cc1)Nc1cccnc1,-1,1
C[C@H]1CN([C@@H](C)CO)C(=O)CCCn2nncc2CO[C@H]1CN(C)C(=O)Nc1ccc(-c2cccs2)cc1,nt,3
C[C@H](CO)N1C[C@H](C)[C@@H](CN(C)C(=O)Nc2ccc3c(c2)OCO3)Oc2ccc(NS(=O)(=O)c3ccccc3)cc2CC1=O,9,nt
CNC[C@@H]1OCCCC[C@H](C)Oc2ccc(NS(=O)(=O)c3ccccc3)cc2C(=O)N([C@H](C)CO)C[C@@H]1C,0,nt
COc1ccc(S(=O)(=O)N(C)C[C@H]2Oc3c(NS(=O)(=O)c4cn(C)cn4)cccc3C(=O)N([C@H](C)CO)C[C@H]2C)cc1,1,nt
O=C(C[C@@H]1C[C@H]2c3cc(NS(=O)(=O)c4ccc(F)cc4)ccc3O[C@H]2[C@H](CO)O1)NCc1ccccn1,13,nt

(cont.)
SMILES	p53 PUMA act	STK33 inh
O=C(O)c1ccc(NCCCO)c([N+](=O)[O-])c1	-12	2
COc1ccc([N+](=O)[O-])cc1NC(=O)CCSc1ccc(C)cc1	5	1
COc1ccc(S(=O)(=O)N(C)C[C@@H]2Oc3ccc(NC(=O)Cc4ccccc4)cc3CC(=O)N([C@H](C)CO)C[C@@H]2C)cc1	-6	0
Cc1noc(C)c1NC(=O)Nc1ccc2c(c1)CC(=O)N([C@H](C)CO)C[C@@H](C)[C@@H](CN(C)CC1CC1)O2	nt	2
COC(=O)c1cc(O)cc(O)c1C(=O)c1c(O)cc(C)cc1O	4	0
C[C@@H]1CN([C@H](C)CO)C(=O)c2cc(N(C)C)ccc2O[C@@H](C)CCCCO[C@H]1CN(C)Cc1ccccc1	6	nt
COc1ccc(NC(=O)N(C)C[C@@H]2Oc3ccc(NS(=O)(=O)c4ccc(C)cc4)cc3C(=O)N([C@H](C)CO)C[C@H]2C)cc1	nt	11
O=C(CSc1ncnc2sc3c(c12)CCCCC3)Nc1ccc2c(c1)OCCO2	-4	6
OC1[C@H](O)CO[C@@H](OC[C@H]2O[C@@H](OC/C=C/c3ccccc3)[C@H](O)[C@@H](O)[C@@H]2O)[C@H]1O (some centres undefined)	8	nt
C[C@@H]1CN([C@@H](C)CO)C(=O)Cc2cc(NC(=O)Nc3ccc(C(F)(F)F)cc3)ccc2O[C@@H]1CN(C)C(=O)NC1CCCCC1	-64	0
O=C(C[C@H]1C[C@H]2c3cc(NC(=O)C4CCOCC4)ccc3O[C@H]2[C@H](CO)O1)NCc1ccccc1F	4	nt
Cc1noc(C)c1NC(=O)Nc1ccc2c(c1)C(=O)N([C@H](C)CO)C[C@H](C)[C@@H](CN(C)C(=O)C1CCCCC1)OCCCC[C@@H](C)O2	-4	-1
C[C@H]1CN([C@@H](C)CO)C(=O)Cc2cc(NC(=O)C3CC3)ccc2O[C@@H]1CN(C)S(=O)(=O)c1cn(C)cn1	-2	2
COc1ccc(NC(=O)N(C)C[C@@H]2Oc3cc(-c4ccncc4)ccc3S(=O)(=O)N([C@H](C)CO)C[C@H]2C)cc1	-6	nt
CN(Cc1nc(-c2cccnc2)no1)S(=O)(=O)c1ccc(Br)cc1	7	-1
COC(=O)c1cc(C)sc1NC(=S)NCCc1ccccc1OC	19	-2
CS(=O)(=O)N(CC(N)=O)c1cc(Cl)c(Cl)cc1Cl	-7	1
COc1ccccc1NC(=O)C(Cc1ccccc1)N1C(=O)C2C3C=CC(C3)C2C1=O (centres undefined)	9	2
Cc1noc(C)c1NC(=O)Nc1cccc2c1O[C@H](CN(C)S(=O)(=O)c1cccs1)[C@H](C)CN([C@H](C)CO)C2=O	8	nt
CC(C)NC(=O)Nc1ccc2c(c1)C(=O)N([C@@H](C)CO)C[C@@H](C)[C@H](CN(C)Cc1ccc(Cl)c(Cl)c1)OCCCC[C@H](C)O2	-12	nt
C[C@@H]1CCCCO[C@@H](CN(C)C(=O)CCC(F)(F)F)[C@H](C)CN([C@@H](C)CO)C(=O)c2cc(N(C)C)ccc2O1	-4	nt
O=S(=O)(NCc1csc2ccc(Cl)cc12)c1cc(S(=O)(=O)c2ccccc2)cs1	5	nt
COC(=O)C1=CO[C@@H](O[C@@H]2O[C@H](CO)[C@@H](O)[C@H](O)[C@H]2O)[C@@H]2[C@@H]3CN4CCc5c([nH]c6ccccc56)[C@]4(C[C@H]12)O3	-12	1
O=C(NCCCN=C1NS(=O)(=O)c2ccccc21)c1ccco1	6	-3
CC(C)NC(=O)Nc1ccc2c(c1)CC(=O)N([C@@H](C)CO)C[C@H](C)[C@@H](CN(C)Cc1ccncc1)O2	nt	-1
Continued:
SMILES	p53 PUMA act	STK33 inh
CC(C)NC(=O)Nc1ccc2c(c1)C(=O)N([C@@H](C)CO)C[C@H](C)[C@@H](CN(C)C(=O)NC(C)C)O2	nt	-1
Cc1noc(C)c1S(=O)(=O)Nc1ccc2c(c1)CC(=O)N([C@@H](C)CO)C[C@H](C)[C@@H](CN(C)S(=O)(=O)c1cccs1)O2	nt	-3
Cc1noc(C)c1NC(=O)Nc1ccc2c(c1)C(=O)N([C@@H](C)CO)C[C@@H](C)[C@H](CN(C)Cc1ccccc1)O2	12	nt
C[C@H](CO)N1C[C@H](C)[C@@H](CN(C)C(=O)Nc2ccccc2)OCCCC[C@H](C)Oc2ccc(NC(=O)Nc3ccccc3)cc2C1=O	-2	nt
O=c1cc(-c2ccc(O)c(O)c2)oc2cc(O)c(C3OC(CO)C(O)C(O)C3O)c(O)c12 (centres undefined)	-14	1
CN1C(=O)c2ccccc2NC(=O)[C@]12O[C@@H]2c1cccc(O)c1	nt	-6
CC1(C)CC(=O)C2=C(C1)N(Cc1cccnc1)C(=O)C2(NC(=O)c1ccc(Cl)cc1Cl)C(F)(F)F (centres undefined)	-9	-4
O=C(NCc1cc2ccccc2[nH]1)c1cc(-c2ccccn2)nc2ccc(Br)cc12	-17	-2
COc1ccc(S(=O)(=O)Nc2ccc3c(c2)CC(=O)N([C@H](C)CO)C[C@@H](C)[C@H](CN(C)C(=O)Nc2ccc4c(c2)OCO4)O3)cc1	nt	1
O=C1C[C@@](C(=O)NCCN2CCOCC2)(c2ccc([N+](=O)[O-])cc2)[C@@H](c2ccc(CO)cc2)N1CC12CC3CC(CC(C3)C1)C2	nt	-2
NS(=O)(=O)c1ccc(NC(=S)NCc2ccccn2)cc1	-5	-1
Cc1noc(C)c1S(=O)(=O)Nc1ccc2c(c1)C(=O)N([C@H](C)CO)C[C@H](C)[C@H](CN(C)C(=O)Nc1ccc3c(c1)OCO3)O2	8	nt
CC(C)NC(=O)N(C)C[C@@H]1OCCCC[C@H](C)Oc2ccc(NC(=O)CCCN(C)C)cc2C(=O)N([C@H](C)CO)C[C@@H]1C	7	nt
C[C@@H]1CN([C@@H](C)CO)C(=O)c2ccccc2-c2ccccc2CO[C@@H]1CN(C)Cc1ccc2c(c1)OCCN2C	3	nt
C[C@@H](NC(=O)C[C@H]1C[C@H]2c3cc(NS(=O)(=O)c4ccc(F)cc4)ccc3O[C@H]2[C@H](CO)O1)c1ccccc1	-5	nt
COc1ccc(S(=O)(=O)N[C@H]2CCN(Cc3cccc(OCCO)c3)C2)cc1	nt	0
CS(=O)(=O)N(CC(=O)Nc1ccc(F)c(F)c1)c1ccc(Cl)c(C(F)(F)F)c1	-15	-3
O=C(CSc1ncnc2sc3c(c12)CCCCC3)NCC1CCCO1 (centres undefined)	27	2
Cc1noc(C)c1S(=O)(=O)Nc1ccc2c(c1)CC(=O)N([C@@H](C)CO)C[C@H](C)[C@H](CN(C)S(=O)(=O)c1ccc(Cl)cc1)O2	nt	-3
C[C@@H]1CN([C@@H](C)CO)C(=O)c2cc(NC(=O)NC3CCCCC3)ccc2O[C@@H]1CN(C)S(=O)(=O)c1ccc(Cl)cc1	0	nt
COc1cc(C(C)=O)ccc1OCC(O)Cn1nc(C)c(C(C)=O)c1C (centres undefined)	-4	1
Cc1ccc(S(=O)(=O)N(C)C[C@@H]2OCCCC[C@H](C)Oc3ccc(NC(=O)Nc4ccc(F)cc4)cc3C(=O)N([C@@H](C)CO)C[C@H]2C)cc1	-16	nt
COc1ccc(CN(C)C[C@H]2Oc3ccc(NC(=O)Cc4cn(C)c5ccccc45)cc3C(=O)N([C@@H](C)CO)C[C@H]2C)cc1	-2	nt
CCCC(=O)Nc1ccc2c(c1)C(=O)N(CCC(=O)O)C2=O	-1	-1
C[C@H](CO)N1C[C@H](C)[C@H](CN(C)S(=O)(=O)c2ccccc2C#N)OCc2ccccc2-c2ccccc2C1=O	14	nt
(more compounds)
SMILES	p53 PUMA act	STK33 inh
CN(CC(=O)Nc1ccccc1[N+](=O)[O-])S(=O)(=O)c1ccc(Br)cc1	-24	-2
Cc1c(Br)c([N+](=O)[O-])nn1C(C)C(=O)NCc1ccco1 (centres undefined)	-4	0
CC(C(=O)O)c1cccc(C(=O)c2ccccc2)c1 (centres undefined)	nt	4
C[C@@H]1CCCCO[C@@H](CN(C)Cc2ccc3c(c2)OCO3)[C@@H](C)CN([C@@H](C)CO)C(=O)c2cc(NS(=O)(=O)c3ccccc3)ccc2O1	-15	nt
C[C@H](CO)N1C[C@H](C)[C@H](CN(C)C(=O)c2ccc(F)cc2)Oc2cc(-c3cccc(C#N)c3)ccc2S1(=O)=O	-3	nt
COc1ccc(S(=O)(=O)Nc2ccc3c(c2)C(=O)N([C@@H](C)CO)C[C@@H](C)[C@H](CN(C)Cc2ccc(Cl)c(Cl)c2)O3)cc1	nt	-1
Cn1c(-c2cc(Br)cs2)nc(=O)c2cc(Cl)ccc21	?	nt

High-throughput results (PubChem)
